Source: PubChem BioAssay (National Center for Advancing Translational Sciences (NCATS))
GLP1R cytotox – cytotoxicity counter-screen for GLP-1 receptor inverse agonists; Potency, µM (highest dose often 38.3 µM), for the others: at the highest dose activity change, negative = inhibition, actives largely listed as inhibitors; AID 624418; actives 0.13% (n = 410,000); HEK293 cAMP-luciferase reporter cells, luminescence, 24 h;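 note: loss of luciferase light is scored as toxicity; potency is the fitted concentration of half-maximal effect; % is set by controls: 0 for no effect and ±100 for the full control effect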
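Here, cytotoxicity is scored as loss of luminescence. The MLSMR collection was tested on cells seeded in medium containing 10% Nu serum, with a 24 hr compound exposure preceded by 12 hours of culture.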
DRD3 antagonist – D3 dopamine receptor (human) antagonism | max response, negative = inhibition, % | P35462 | actives 2.5% (n = 360,000) | D3R cells, DiscoveRx beta-arrestin luminescence, antagonist mode; hits give low values | AID 652054; in the data active = max response below about -50%; inconclusive = no clear call, values can overlap the other calls; note: % is set by controls: 0 for no effect and ±100 for the full control effect; mostly tested at two doses, the higher about 12 µM
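Cells plated overnight at 1500 cells/well, then exposed to library compounds with dopamine controls for 90 minutes at 37 degrees C. DiscoveRx reagent added for 30–60 minutes at room temperature; luminescence read, quantitative HTS format.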
IL2 activator – activators of IL-2 | activation, % (series mostly up to about 46 µM) | IL-2 activation reporter assay, cell-based qHTS; stimulated with anti-CD3/CD4/CD28 beads; in transgenic mouse T cells | actives 0.065% (n = 360,000) | AID 652025; in the data active = activation above about 50%; inconclusive = mostly about 30% to 49%; note: 0% is about no effect
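Quantitative HTS in unstimulated transgenic mouse T cells, with memory T cells as non-tolerant control and PMA/ionomycin as tolerance-bypass control. Compound pretreatment lasted 60 minutes before 18 h bead stimulation; EGFP/DsRed fluorescence read.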
GLP-1R agonist – agonists of human GLP-1 receptor; HEK293 GLP-1R CRE-luciferase, luminescence, 4-6 h; cells express a hypersensitive GLP-1R form; P43220; AID 624172; actives 0.007% (n = 380,000); Potency, µM (top dose mostly 45.6 µM), for inactives: at the top dose activation, most hits filed as activators; note: potency is the fitted concentration of half-maximal effect; % of control where 0% means no effect
DRD3 agonist – activates the human D3 dopamine receptor | P35462 | D3R DiscoveRx beta-arrestin cells, luminescence, 90 min | max activation, % | actives 0.58% (n = 410,000) | AID 652048; in the data active = max activation above about 30%; note: 0% is about no effect; mostly tested at two doses, the higher about 12 µM
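Agonist-mode cell screen: cells plated at 1500/well and incubated overnight at 37 °C, then exposed to library compounds for 90 min at 37 °C. Detection reagent was added for 30–60 min at room temperature, and luminescence was read.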
GLP1R inv ag – acts as inverse agonist at human GLP-1 receptor; HEK293 GLP-1R CRE-luciferase, luminescence, 24 h; GLP-1R form is constitutively active; Potency, µM (highest dose often 38.3 µM), inactives show at the top dose activity change, negative = inhibition, hits mostly inhibitors; actives 1.6% (n = 410,000); P43220; note: potency is the fitted concentration of half-maximal effect; % is set by controls: 0 for no effect and ±100 for the full control effect; nearly all actives have a fitted effect of over 55% in size
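HEK293 cells stably co-expressing a cAMP-responsive luciferase reporter and constitutively active GLP-1R were seeded, incubated 12 h, then exposed to compounds for 24 h at 37 C. Luminescence was read 12 min after detection reagent; inverse agonists lower signal.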
WRN helicase inh – inhibitors of human WRN helicase | Potency, µM (series often up to 114 µM), without a hit: at the highest dose activity change, negative = inhibition, most hits filed as inhibitors | Q14191 | actives 0.46% (n = 360,000) | WRN helicase unwinding, fluorescent forked duplex, kinetic; note: potency is the fitted concentration of half-maximal effect; % is set by controls: 0 for no effect and ±100 for the full control effect; nearly all actives have a fitted effect of over 55% in size
Target sequence (Q14191 whole entry, looked up): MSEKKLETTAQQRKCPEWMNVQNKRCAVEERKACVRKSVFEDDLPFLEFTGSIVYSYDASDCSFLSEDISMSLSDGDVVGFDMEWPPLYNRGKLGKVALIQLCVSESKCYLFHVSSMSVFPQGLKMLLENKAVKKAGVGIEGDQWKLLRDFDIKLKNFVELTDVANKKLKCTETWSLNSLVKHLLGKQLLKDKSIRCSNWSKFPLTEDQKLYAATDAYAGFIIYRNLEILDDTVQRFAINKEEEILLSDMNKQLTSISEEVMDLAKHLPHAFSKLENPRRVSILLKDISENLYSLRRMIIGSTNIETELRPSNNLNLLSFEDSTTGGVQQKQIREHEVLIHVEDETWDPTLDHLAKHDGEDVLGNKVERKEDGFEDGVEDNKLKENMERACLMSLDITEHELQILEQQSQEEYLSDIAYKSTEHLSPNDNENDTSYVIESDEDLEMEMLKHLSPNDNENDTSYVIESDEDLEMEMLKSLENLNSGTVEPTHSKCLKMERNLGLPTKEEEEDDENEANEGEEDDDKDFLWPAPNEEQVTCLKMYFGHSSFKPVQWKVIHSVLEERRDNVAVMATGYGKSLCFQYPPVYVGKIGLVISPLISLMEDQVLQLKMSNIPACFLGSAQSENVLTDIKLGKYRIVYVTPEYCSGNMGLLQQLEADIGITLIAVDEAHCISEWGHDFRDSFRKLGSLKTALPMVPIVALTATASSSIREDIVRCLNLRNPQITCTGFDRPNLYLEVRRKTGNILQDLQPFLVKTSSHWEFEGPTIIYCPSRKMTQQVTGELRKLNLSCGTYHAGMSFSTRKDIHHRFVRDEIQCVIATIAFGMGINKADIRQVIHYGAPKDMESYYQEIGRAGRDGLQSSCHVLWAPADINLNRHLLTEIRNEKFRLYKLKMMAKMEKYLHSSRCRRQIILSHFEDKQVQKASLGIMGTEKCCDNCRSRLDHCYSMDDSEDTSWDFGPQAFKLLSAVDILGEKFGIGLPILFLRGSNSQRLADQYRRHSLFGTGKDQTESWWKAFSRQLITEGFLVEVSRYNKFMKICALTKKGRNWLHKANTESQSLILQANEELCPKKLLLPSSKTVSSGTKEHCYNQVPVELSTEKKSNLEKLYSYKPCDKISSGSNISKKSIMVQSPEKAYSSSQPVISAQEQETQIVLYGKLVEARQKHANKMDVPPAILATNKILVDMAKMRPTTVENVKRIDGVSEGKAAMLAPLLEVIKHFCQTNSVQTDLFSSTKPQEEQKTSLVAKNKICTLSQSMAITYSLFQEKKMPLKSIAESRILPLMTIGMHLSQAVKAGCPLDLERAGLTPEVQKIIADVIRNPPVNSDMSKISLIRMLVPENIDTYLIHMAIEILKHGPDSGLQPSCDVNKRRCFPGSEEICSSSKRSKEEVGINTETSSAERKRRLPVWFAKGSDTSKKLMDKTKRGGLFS
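WRN at 20 nM final preincubated with compound 15 min at room temperature; reaction started with 100 nM fluorophore/quencher forked duplex oligonucleotide and 2 mM ATP final. Unwinding followed kinetically by red fluorescence (ex 525, em 598 nm).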
PLK1 PBD block – inhibitors of human PLK1 polo-box domain binding | Plk1 PBD binding of FITC phosphopeptide, fluorescence polarization | Potency, µM, without a hit: max response, negative = inhibition, usual class: inhibitors | actives 2.8% (n = 360,000) | AID 720504; note: potency is the fitted concentration of half-maximal effect; series mostly up to about 57 µM; % is set by controls: 0 for no effect and ±100 for the full control effect; nearly all actives have a fitted effect of over 65% in size
PI5P4K alpha inh – PI5P4K alpha (human) kinase inhibition; PI5P4Kalpha enzyme, ADP-Glo luminescence, 60 min; hits give low values; max response, %; actives 1.2% (n = 330,000); AID 652105; active = max response of -50% or lower; inconclusive = between -30% and -50%; inactive = -30% or higher; note: value at the top dose of about 77 µM; % is set by controls: 0 for no effect and ±100 for the full control effect
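Compounds were pin-transferred onto PI5P4Kalpha and substrate in HEPES pH 7.4 buffer with EGTA, CHAPS and 5% DMSO. ATP (5 microM final) started the reaction, which ran 60 minutes at room temperature before ADP-Glo detection.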
* hit, by the source's call; ? = inconclusive; . = no result given; [ ] = another dose, or the depositor's remark. Unless noted, calls come from the whole dose curve; as a rule, active = well fitted curve in the direction sought with a large enough effect; inconclusive = small, poorly fitted or top-dose-only effect, or another doubt; inactive = no such curve, though single readings can be large; an effect the other way counts as inactive or inconclusive.

SMILES | DRD3 agonist | DRD3 antagonist | GLP1R inv ag | GLP-1R agonist | GLP1R cytotox | IL2 activator | WRN helicase inh | PLK1 PBD block | PI5P4K alpha inh
CCCCN(C(=O)CC(c1ccccc1)c1ccccc1)c1c(N)n(CCC)c(=O)[nH]c1=O | 3 | -2 | 10% | 9% | -2% | -2.9 | -4% | -7% | 3
Cc1nc2ccc(NC(=O)c3ccccc3)cc2s1 | -2 | -14 | 36%[activator] | -4% | 9% | -1.1 | 0% | 21µM* | 2
Cc1nn2c(N3CCCC3)c3c(nc2c1-c1ccccc1)CCC3 | 1 | 4 | 11% | 19% | -19% | 9.3 | -3% | -11% | -18
CC(=O)N1C2CCCCC2S[C@H]2CCCCC21 (some centres not stated) | 0 | -9 | 5% | -6% | 2% | 1.1 | 6% | -1% | .
COc1ccc(-c2nc(CN3CCCCC3c3cccnc3)c(C)o2)c(F)c1 (configuration not stated) | -5 | 7 | -27% | 18% | -7% | 0.4 | -3% | -7% | 7
O=C(CCSCc1ccc(Cl)cc1)NCCC1=CCCCC1 | 1 | 4 | ? | -4% | -7% | 3.2 | 2% | -2% | 0
CCOC(=O)CSc1ccc(-c2nc3cc(C)c(C)cc3[nH]2)cn1 | 0 | -15 | 0% | 1% | -6% | -2.7 | -14% | -18% | .
Cn1c(SCC(=O)c2ccccc2)nnc1-c1cccc(N)c1 | 1 | -2 | 4% | 12% | -9% | 2.7 | 3% | 24µM* | 2
CCOc1ccc(NC(=O)c2ccccc2O)cc1 | -5 | 20 | ? | 6% | -23% | 0.4 | 0% | -7% | -1
Cc1ccc(N2C(=O)[C@@H]3[C@H](C2=O)[C@H]2C=C(C(=O)c4ccccc4)C=CN2[C@@H]3C(=O)c2ccc(Cl)cc2)cc1 | -6 | -9 | -21% | 0% | 0% | -0.8 | -32% | -26% | 8
COC(=O)CNC(=O)C(Cc1c[nH]c2ccccc12)NC(=O)Oc1ccccc1 (configuration not stated) | 7 | 16 | -28% | 5% | -10% | 2.9 | -5% | -5% | 5
CC(C)(O)CCC(C)(C)O | 1 | 19 | 3% | -2% | 1% | -0.3 | 5% | -15% | 6
O=C1NC(=O)/C(=C/c2ccc(N3CCOCC3)o2)N1 | -8 | -24 | 12% | 6% | 4% | -3.5 | ? | 1% | -7
CC1=C(C(=O)N(C)C)CC(CC(=O)NCCc2ccccn2)C(=O)N1CCC1=CCCCC1 (configuration not stated) | -6 | -22 | 21% | 4% | 3% | 0.3 | -3% | -5% | 2
Clc1cc(Cl)cc(Nc2ncnc(-n3cccc3)n2)c1 | 12 | 4 | 14% | 13% | 2% | -0.8 | 2% | -5% | 11
CCCC(C(=O)NC1CCCC1)N(C(=O)Cn1nnc(-c2ccc(C)o2)n1)c1cccc(O)c1 (configuration not stated) | -5 | 3 | ? | 11% | ? | -4.9 | -3% | -11% | 2
Cc1ccc(S(=O)(=O)Nc2ccccc2F)cc1C(=O)OC(C)C(=O)N1CCOCC1 (configuration not stated) | 3 | -7 | -7% | -8% | 1% | -3.0 | 0% | -7% | 2
Cc1ccnc(NCc2ccc(Br)cc2)c1 | -5 | 11 | ? | 5% | 0% | -2.6 | -2% | -1% | 3
Cc1cc(=O)c(C(=O)O)cn1Nc1ccc(F)cc1 | -10 | ? | 3% | -9% | 10% | -2.4 | 14% | -5% | -1
Cc1ccnc(NC(=O)c2cccc(S(=O)(=O)N3CCN(c4ccccc4)CC3)c2)c1 | 7 | -3 | ? | 6% | -9% | -0.6 | -6% | 2% | 1
Nc1cc(=O)[nH]c(SCC(=O)Nc2cccc([N+](=O)[O-])c2)n1 | -9 | -14 | -1% | 1% | -5% | -1.2 | -1% | -16% | -1
CCOC(=O)C(C)Sc1nc(-c2cccs2)ccc1C#N (configuration not stated) | 2 | 8 | 3% | 1% | -12% | 0.9 | -8% | ? | -3
COCCN(C(=O)c1ccc(NC2CC2)c([N+](=O)[O-])c1)c1c(N)n(CC(C)C)c(=O)[nH]c1=O | -5 | -4 | 15% | 3% | 5% | 0.8 | 6% | -1% | 1
CC(CCc1ccccc1)NC(=O)COC(=O)c1ccc(F)cc1 (configuration not stated) | -13 | -2 | ? | 7% | 1% | 0.3 | -4% | -6% | 9
CCOc1ccc(N2CC(C(=O)Nc3ccccc3F)CC2=O)cc1 (configuration not stated) | -4 | -5 | 0% | -10% | -14% | 0.7 | 8% | -8% | .
Cc1cc(C)cc(N2C(=O)CC(Cn3nc(C)cc3C)C2=O)c1 (configuration not stated) | -1 | 6 | -14% | 9% | -6% | -0.4 | 1% | -1% | -6
Fc1ccc(Nc2ccnc(C(F)(F)F)c2)cc1 | 1 | 24 | 8% | 10% | -8% | -3.5 | 0% | -1% | 4
O=C(Nc1cccc2ncccc12)c1ccccc1F | 9 | 2 | -4% | -3% | -6% | 3.7 | 1% | 5% | 0
O=C(NN=Cc1ccc(O)cc1)c1ccccc1NS(=O)(=O)c1cccs1 | 0 | 4 | -20% | -7% | 1% | 0.2 | -11% | -4% | -4
CCOC(=O)C(NC(C)=O)(Nc1ccc(S(=O)(=O)Nc2ncccn2)cc1)C(F)(F)F (configuration not stated) | -8 | -7 | 18%[7.66 µM] | 0% | 7%[7.66 µM] | 0.8 | 10% | 30µM* | 2
CC1CC(C)CN(CCCOc2ccccc2[N+](=O)[O-])C1 (configuration not stated) | -7 | ? | -7% | -3% | -18% | -0.6 | 8% | -11% | -7
CCc1ccc(CN(C)C(=O)c2cc(COc3c(F)cccc3F)on2)cc1 | 0 | -3 | ? | 9% | -1% | -3.3 | 3% | 19µM* | ?
COc1ccc(C(=O)Nc2ccc(C(=O)N3CCCCC3C)cc2)c(OC)c1OC (configuration not stated) | 0 | -6 | -8% | -6% | -4% | 0.7 | -1% | -6% | 1
COC(=O)/C(=C/c1c[nH]c2ccccc12)[N+](=O)[O-] | 10 | 7 | 14% | -1% | 6% | -2.0 | -3%[57.1 µM] | 2.4µM* | .
CNc1ccc(C(=O)OCC(=O)Nc2ccnn2C(C)C)cc1[N+](=O)[O-] | 5 | 2 | 9% | 3% | -7% | 0.4 | -5% | -3% | -3
CC(C)(C)n1nnnc1C(c1cccc(C(F)(F)F)c1)N1CCOCC1 (configuration not stated) | -3 | -5 | 1% | -1% | -18% | -0.5 | -1% | 4% | .
COC(=O)Nc1ccc(S(=O)(=O)N2CCC(C(=O)N3CCCC(C)C3)CC2)cc1 (configuration not stated) | 11 | 3 | 15% | 11% | -24% | 1.3 | 3% | 2% | 5
COc1ccc(/C=N/NC(=O)c2cccnc2)cc1COc1ccc(NC(C)=O)cc1 | -4 | 4 | ? | ? | -23% | -0.1 | -14% | -5% | 1
CC(=O)NS(=O)(=O)c1ccc(NC(=O)c2oc3c(Cl)cccc3c2C)cc1 | 16 | 8 | 46%[activator] | 9% | 2% | -1.5 | -1% | 3% | -1
Cc1cc(C)nc(-n2ncc3c2CCCC3=O)n1 | 2 | 9 | 0% | 4% | 1% | -0.1 | 2% | -12% | -1
COC(=O)c1ccc2nc(-c3ccc(Cl)cc3)c(CC3CCCCC3)n2c1 | 9 | 12 | ? | 1% | -5% | -0.4 | 0% | -6% | 12
S=c1[nH]c2ccccc2n2cccc12 | 0 | -10 | 12% | -7% | -23% | -1.6 | -1% | -7% | -3
CCN(CC)CC(=O)n1c2c(c3ccccc31)CCCC2 | -10 | 0 | -31% | -1% | -3% | -0.3 | 10% | -8% | 0
Cc1c(C2(O)CCCCC2)[nH]c2cnccc12 | -11 | 0 | -8% | -1% | 3% | -3.6 | -5% | -4% | 2
CSCC(=O)Nc1ccc(F)c(Cl)c1 | 9 | 15 | -21% | -2% | -4% | -0.9 | -10% | -3% | 2
Cc1[nH]nc2c1C1(CCN(Cc3ccccc3)CC1)C(C#N)=C(N)O2 | 1 | 0 | 8% | 6% | 1% | -0.1 | -14% | ? | -8
O=C(Cc1coc2ccc3ccccc3c12)Nc1nccs1 | 1 | 9 | ? | 2% | 28% | 0.4 | 2% | -8% | 5
COc1cccc(-c2c(C(=O)N/N=C/c3ccncc3)nnn2-c2nonc2N)c1 | 4 | 2 | 7% | 1% | 2% | -2.7 | 6% | -3% | -4
COc1ccccc1-c1nnc2sc(COc3ccccc3)nn12 | 15 | 19 | -23% | 8% | -7% | -0.9 | -6% | -7% | .
CCCn1c(CNS(=O)(=O)c2ccc(C)cc2)nc2ccccc21 | -1 | 12 | -23% | 3% | -11% | 0.7 | 7% | 3% | 8

As entered above:
Under GLP1R inv ag, `CC(C)(C)n1nnnc1C(c1cccc(C(F)(F)F)c1)N1CCOCC1` (configuration not stated) has the entry 1%
Under GLP1R cytotox, `Cc1[nH]nc2c1C1(CCN(Cc3ccccc3)CC1)C(C#N)=C(N)O2` has the entry 1%

Other entries.
SMILES | DRD3 agonist | DRD3 antagonist | GLP1R inv ag | GLP-1R agonist | GLP1R cytotox | IL2 activator | WRN helicase inh | PLK1 PBD block | PI5P4K alpha inh
Cc1c(OCC(=O)NC2CC(C)(C)NC(C)(C)C2)ccc2c3c(c(=O)oc12)CCC3 | -1 | -8 | -27% | 5% | -25% | -0.7 | 18% | -10% | 1
Cc1cc(C)n(Cc2ccc(C(=O)NCc3ccco3)o2)n1 | -8 | -3 | -3% | -1% | -7% | 0.2 | -19% | -10% | -16
CCc1ccc(N(CC(=O)Nc2sc3c(c2C(=O)OC)CCCC3)S(C)(=O)=O)cc1 | 7 | -2 | 0% | 4% | 8% | 0.0 | 0% | -2% | -3
CCOC(=O)Cn1c(=O)n(C2CCCCC2)c2nc(-c3ccc(OC)cc3)nc(C(N)=O)c21 | -13 | . | 13% | -6% | -3% | . | . | . | .
CS(=O)(=O)Nc1nc2ccccc2[nH]1 | -4 | 11 | 0% | 3% | 0% | -1.8 | 3% | -4% | -10
